Compound activity from PubChem BioAssay.
RTF Ca sens act: cardiac RTF calcium sensitization; AID 493008; P19429+P45379; activation, % at 7.2 µM; 340,000 compounds, 0.24% hits; IANBD-labeled TnC RTF fluorescence at EC20 calcium; 0% EC20 calcium, 100% full calcium;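 active means activation above the mean over all tested compounds plus 3 SD, cut at about 30% in these data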;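 further: rise in fluorescence read as greater calcium sensitivity of cardiac thin filaments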
Rtt109 Vps75: inhibitors of Candida albicans Rtt109/Vps75 histone acetyltransferase. Q5AAJ8. purified Rtt109/Vps75, ThioGlo CoA-SH fluorescence, 4 h. inhibition, % at 34.9 µM. 330,000 compounds, 0.16% hits. AID 540336;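 active means inhibition of at least 50% in every replicate; inconclusive means best replicate reaches 50% inhibition but some replicates fall short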
V-ATPase pH: yeast V-ATPase proton transport regulation by pHLuorin. S. cerevisiae, pHLuorin cytosolic pH fluorescence. response, % at 10 µM. 350,000 compounds, 0.37% hits. AID 504577; in the data active means response mostly above about 7.3%, no sharp cut-off; inactive means mostly below about 5.4%; further: actives read high; inactives centre near 0; some compounds called inactive have numbers as strong as hits
Wnt act: activators of Wnt/beta-catenin signaling; 300,000 compounds, 1.2% hits; Wnt/beta-catenin reporter cell assay, activator, plate reader; activation, % at 9.35 µM; in the data active means activation above about 30%, passing the limit was not always enough; inconclusive means no clear call, values can overlap the other calls;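 further: 0% = neutral control wells and 100% = positive control wells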
dFosB activator: activators of mouse delta FosB homodimer | 340,000 compounds, 0.99% hits | activation, % at 25 µM | purified delta FosB, TAMRA-CDK5 oligo fluorescence polarization; percent of positive-control signal above neutral wells | P13346;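 active means mean activation above about 17%, with every replicate also reaching it, limit read from the data, passing the limit was not always enough; inconclusive means only one of the two conditions met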;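 further: fluorescence polarization rise as delta FosB binds a TAMRA Cdk5 AP-1 oligo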
Target sequence (P13346 whole entry, looked up): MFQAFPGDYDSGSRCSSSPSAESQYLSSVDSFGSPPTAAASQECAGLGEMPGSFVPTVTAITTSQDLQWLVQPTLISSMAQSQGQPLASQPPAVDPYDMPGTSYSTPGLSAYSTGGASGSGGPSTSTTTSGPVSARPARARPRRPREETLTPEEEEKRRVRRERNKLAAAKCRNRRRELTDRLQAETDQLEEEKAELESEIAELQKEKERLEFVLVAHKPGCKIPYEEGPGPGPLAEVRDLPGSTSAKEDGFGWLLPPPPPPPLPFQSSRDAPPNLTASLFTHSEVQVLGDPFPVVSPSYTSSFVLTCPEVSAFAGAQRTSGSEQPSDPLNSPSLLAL
MITF TRPM1 HTS: activators of MITF-driven TRPM1 promoter activity in SK-MEL-5 cells | SK-MEL-5 TRPM1-promoter luciferase, 24 h; % of positive control, neutral wells = 0 | activation, % at 12.5 µM | 300,000 compounds, 0.75% hits;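 active means mean activation of at least 80% with every replicate also reaching 80%; inconclusive means mean reaches 80% but some replicate falls short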;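 further: 0% = neutral control wells and 100% = parthenolide positive control wells; values of inactives mirror those of a sister screen read the other way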
CAL PDZ FP-1: blocks peptide binding to the human CAL PDZ domain; AID 602252; purified CAL PDZ, TMR-peptide fluorescence polarization, 1 h; inhibition, % at 24.9 µM; 300,000 compounds, 0.92% hits; Q9HD26;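 active means mean inhibition of at least 30% with at least half of replicates also reaching 30%; inconclusive means no clear call, values can overlap the other calls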;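 further: 0% = DMSO neutral control and 100% = excess unlabeled competitor peptide PRC23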
Tat transport: E. coli Tat transport inhibition; E. coli MC4100 TorA-mCherry Tat export, fluorescence; inhibition, % at 10 µM; 340,000 compounds, 0.036% hits;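 active means mean replicate inhibition at least 50% and at least half of replicates individually reaching 50%; inconclusive means only one of the two criteria met; inactive means neither criterion met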;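 further: exported cargo escapes ClpAP degradation while cytoplasmic cargo is degraded and loses fluorescence; 0% = median of neutral control wells and 100% = median of NaSCN control wells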
CAL PDZ FP-2: blocks peptide binding to human CAL PDZ domain; purified CAL PDZ, TMR-peptide fluorescence polarization, 1 h; inhibition, % at 20 µM; 330,000 compounds, 0.02% hits; AID 504414;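 active means highest replicate inhibition of at least 40%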;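 further: plate controls were DMSO neutral control wells for no effect and unlabeled competitor peptide control wells for full effect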
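Test system: purified CerCALP PDZ construct; Compound dosing: one concentration, 20 µM compound; Also added: TMR-labelled reporter peptide T*-PRC34 bound in PDZ groove; Read-out: inhibition from polarization loss; Controls: unlabelled peptide and DMSO controls; Signal: FP readout, S and P plane fluorescence; Incubation: 1 h at RT.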
CDK5 inh: blocks human CDK5/p35 kinase activity. Recombinant CDK5/p35, ADP-Glo luminescence, 60 min. inhibition, % at 10 µM. 330,000 compounds, 0.01% hits. AID 488839;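 active means highest replicate inhibition of at least 50% and at least 75% of replicates reaching 50%; inconclusive means only one of the two criteria met; inactive means both criteria failed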;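 further: plate controls were DMSO neutral control for no effect and GW8510 at 10 µM for full effect; many of its hits are not listed in these tables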
Target sequence (Q00535 whole entry, looked up): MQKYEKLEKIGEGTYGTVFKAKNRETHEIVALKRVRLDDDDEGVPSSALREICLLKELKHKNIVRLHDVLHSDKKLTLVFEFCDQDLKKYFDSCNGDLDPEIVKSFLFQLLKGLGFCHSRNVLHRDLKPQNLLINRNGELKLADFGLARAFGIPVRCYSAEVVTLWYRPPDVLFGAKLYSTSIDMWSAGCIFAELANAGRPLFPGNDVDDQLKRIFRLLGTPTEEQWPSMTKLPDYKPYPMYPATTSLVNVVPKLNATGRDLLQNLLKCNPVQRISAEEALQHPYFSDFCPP
Target sequence (Q15078 whole entry, looked up): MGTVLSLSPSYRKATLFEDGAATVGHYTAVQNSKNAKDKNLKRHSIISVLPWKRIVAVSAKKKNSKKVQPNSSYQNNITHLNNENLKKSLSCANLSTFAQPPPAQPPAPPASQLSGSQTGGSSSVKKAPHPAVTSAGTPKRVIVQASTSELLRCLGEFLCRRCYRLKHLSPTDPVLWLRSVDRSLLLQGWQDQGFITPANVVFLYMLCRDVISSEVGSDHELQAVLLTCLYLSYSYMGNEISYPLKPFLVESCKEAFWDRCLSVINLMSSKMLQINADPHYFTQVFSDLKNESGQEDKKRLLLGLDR
Numbers without * were called inactive; ? = inconclusive; nt = not tested or not shown.

SMILES	RTF Ca sens act	Rtt109 Vps75	V-ATPase pH	Wnt act	dFosB activator	MITF TRPM1 HTS	CAL PDZ FP-1	Tat transport	CAL PDZ FP-2	CDK5 inh
Cn1c(=O)c2c(nc(CN3CCN(C(=O)c4ccco4)CC3)n2Cc2ccc(Cl)cc2)n(C)c1=O	0	2	1	nt	3	nt	-3	-3	-2.3	-0.3
CCc1nc(N2CCN(C(=O)c3ccco3)CC2)c2oc3ccccc3c2n1	0	6	-1	nt	-27	9	nt	10	-2.6	-4.2
CC(Oc1ccc(Cl)cc1Cl)C(=O)N/N=C1\CCCc2ccccc21 (stereo not given)	9	-1	3	nt	-8	-5	-3	-1	nt	1.0
O=C(Nc1ccc(Cl)cc1N1CCOCC1)C1CCCCC1	-2	0	3	-2	-5	6	nt	-2	-0.7	-0.7
Cc1nc(/C(N)=N/OC(=O)c2ccc(Cl)cc2)c(C(F)(F)F)o1	5	0	-2	11	3	19	nt	-11	-1.3	-0.9
Cc1ccccc1S(=O)(=O)Cc1ccc(C(=O)N(C)C2CCCCC2)o1	2	-16	-2	0	-4	-5	nt	5	-0.2	0.2
CCC1CCC(C(=O)NC(C(=O)NCCCN2CCCCC2C)C(C)C)CC1 (stereo not given)	-3	6	2	-1	1	-5	-3	-8	-3.1	0.0
CCOc1cc(-c2sc(Nc3ccc(CC)cc3)n[n+]2-c2ccccc2)ccc1OC	-3	?	1	0	4	2	-3	-1	-0.1	-0.4
C=CCN=C(NC#N)SCc1ccccc1	-4	16	2	nt	3	-10	1	-5	-2.8	-3.6
CC(=O)c1ccc(OCC(O)CN2CCN(CCO)CC2)cc1 (stereo not given)	1	-13	-1	-7	-3	15	nt	6	0.4	-2.0
CCN1C(=O)C2(Nc3ccccc3-c3nc4ccccc4n32)c2cc(OC)ccc21 (stereo not given)	-1	2	2	nt	-8	nt	-4	-3	-1.8	1.1
CC(=O)c1c(C)[nH]c(C(=O)CN2CCN(S(=O)(=O)c3ccccc3[N+](=O)[O-])CC2)c1C	0	-13	0	3	-7	-15	-2	-1	0.1	-2.9
COc1ccccc1NCC(=O)NN=C1CCS(=O)(=O)c2ccc(F)cc21	-5	-2	1	-2	-5	-7	nt	-3	-1.0	-1.3
Clc1ccc(-c2cc(-c3ccccc3)on2)cc1	4	-4	-3	54*	4	?	-2	-5	-0.1	1.8
COc1ccc(CNC(=O)C2CCN(C(=O)Cc3ccccc3)CC2)cc1	-2	-2	2	0	-6	-2	-3	-2	-2.9	0.3
N#C/C=C/N1CCC(Cc2ccccc2)CC1	-4	7	-3	-4	1	2	8	-6	-2.2	0.3
O=C(O)C1C2C=CC3(CN(C/C=C/c4ccccc4)C(=O)C13)O2 (stereo not given)	0	2	4	nt	4	nt	-2	-11	0.0	2.2
CC(C)NC(=O)COc1ccc(S(=O)(=O)N2CCOCC2)cc1	3	-9	-3	-1	-6	-3	-2	2	0.3	1.7
CCOc1ccc(N(CC(=O)NCc2ccco2)C(=O)CCC(=O)Nc2nccs2)cc1	-1	-3	0	0	-16	1	nt	2	-1.0	1.4
Cc1ccc(C(=O)NCC(=O)NCC(=O)OCc2ccc(Oc3ccc([N+](=O)[O-])cc3)cc2)cc1	-3	-4	-6	nt	1	-6	-3	5	-0.8	-0.2
CC(C)c1ccccc1NC(=S)NCCCn1ccnc1	2	-4	-4	-3	-2	-4	-2	2	-4.1	nt
N=C1C(c2nc(-c3ccc(Cl)cc3)cs2)=C(O)CN1NC(=O)c1ccc(O)cc1	1	4	5	0	?	31	-4	-1	-1.4	-3.5
COC(=O)C1CC(O)C(O)C(O)C1 (stereo not given)	-1	9	1	1	0	1	3	0	0.1	-1.0
O=C(O)C[C@H]1c2cc(C(F)(F)F)ccc2S(=O)(=O)N1C1CCN(Cc2ccccc2)CC1	-3	0	0	1	-9	-1	-1	-16	0.7	-0.7
C[C@@]12C(=O)NCC(=O)N1[C@@H]1c3cc(Br)ccc3OC[C@@H]1[C@@H]2c1ccccc1	-2	-3	6	-2	1	-7	-4	-3	0.5	2.5
CN(CC(=O)Nc1ccccc1Br)C(=O)c1ccc(-c2ccc(Cl)cc2)o1	0	3	-2	2	-18	0	-3	-10	-4.2	0.7
NS(=O)(=O)c1ccc(CNC(=O)CC23CC4CC(CC(C4)C2)C3)cc1	1	-13	0	-4	12	-4	-2	-11	-0.6	-0.7
Cc1cc(C)n(CC(=O)N/N=C/c2cccc([N+](=O)[O-])c2)n1	-1	2	1	-3	7	11	-4	-5	0.3	1.8
Oc1ccc(-c2sc(Nc3ccccc3)n[n+]2-c2ccc(F)cc2)cc1	10	0	-3	1	2	-8	0	-2	0.5	1.3
Cc1ccccc1CSc1nnc(C)n1N	1	7	-1	0	-2	3	nt	-2	-0.7	-1.3
CCCCNC(=O)C(CC)(ONc1ccccc1C(F)(F)F)c1ccccc1OC (stereo not given)	0	-1	-1	0	-2	-7	2	-2	-1.2	-1.3
CC(=O)Nc1ccc2c(c1)nc(CCNC(=O)c1ccccc1)n2C	-1	-3	-6	0	8	nt	-4	-6	-2.4	-0.4
N#Cc1ccccc1-n1c(N)c(C(=O)N2CCCC2)sc1=S	-6	17	0	nt	0	-22	1	3	-1.0	1.0
CCOC(=O)c1oc2ccc(S(=O)(=O)n3nc(-c4ccc(C)cc4)cc3N)cc2c1C	0	-17	-2	-4	-7	-8	nt	11	-3.8	2.0
O=C1N=C(N2CCOCC2)S/C1=C/c1cc2c(cc1[N+](=O)[O-])OCO2	-3	-1	1	-2	-5	20	2	3	-1.2	0.2
COc1cc(CN2CCCCCC2)cc(Br)c1O	5	8	-1	2	-4	nt	-4	-3	0.1	-1.5
CC(c1cccnc1)N(CCN(C)C)C(=O)Nc1ccc(Cl)c(Cl)c1 (stereo not given)	5	7	5	-1	0	17	nt	1	-0.7	-1.0
COc1cc(NC(=O)c2cccc(COCC(F)(F)C(F)F)c2)cc(OC)c1OC	5	1	5	nt	-16	-14	-6	2	-4.8	4.3
O=C(NCCCC(NC(=O)OCc1ccccc1)C(=O)O)OCc1ccccc1 (stereo not given)	1	-6	-1	11	13	nt	6	3	1.2	-0.8
Cc1ccc(S(=O)(=O)CC(O)COc2ccc(C#N)cc2)cc1 (stereo not given)	1	-4	0	-1	0	-8	nt	-2	0.4	0.6
CCS(=O)(=O)N1CCN(c2ccc(C(=O)N3CCOCC3)cc2[N+](=O)[O-])CC1	6	3	1	0	-5	5	2	-2	1.0	0.5
CCCCN(C)CCN1C(=O)C2C(C(=O)Nc3cccc(OC)c3)C3C=CC2(O3)C1C(=O)NC1CCCCC1C (stereo not given)	-6	-4	3	-5	-7	4	-4	-2	-1.4	-0.9
COc1cc(NS(=O)(=O)c2ccc(N/C=C(\C=O)c3nc4ccccc4o3)cc2)nc(OC)n1	4	?	-2	-5	-2	-1	-6	8	-1.9	-1.7
Cc1ccc(S(=O)(=O)NCC(=O)OCC(=O)N(Cc2ccccc2)C(C)(C)C)cc1	-3	6	5	-3	-9	0	-8	1	-0.2	0.1
O=C(NCc1ccccc1)C1=C[C@H](c2coc3ccccc3c2=O)C[C@H](OCc2ccc(CO)cc2)O1	4	-3	-1	-7	-7	-10	-1	4	0.0	2.0
COc1cccc(CNc2ccc(S(N)(=O)=O)cc2)c1OC	-1	-5	-2	nt	0	7	2	-5	-2.8	-4.2
COCCCNCCCCOc1ccc(Br)cc1Cl	-1	-12	1	0	-9	18	10	-2	-0.8	nt
COc1ccc(CC(=O)Nc2c(C(N)=O)oc3ccccc23)cc1OC	-5	2	15	-1	-6	-4	-1	-5	-1.1	-0.6
NC(=O)CC(NC(=O)c1ccccc1)c1ccc(NCc2ccc(F)cc2)c([N+](=O)[O-])c1 (stereo not given)	-2	-2	-2	-5	-7	2	-3	3	1.4	0.6
CC(C)N(Cc1ccccc1)S(=O)(=O)c1ccc(F)cc1	1	0	0	1	-3	-19	0	-2	0.2	0.5
COc1cccc(OC)c1C(=O)Nc1cccc(-c2ccc3nncn3n2)c1	4	-15	2	7	-16	15	-12	-8	-2.3	-5.1
CCOc1ccccc1NC(=O)COC(=O)C(CC(C)C)N1C(=O)C2CC=CCC2C1=O (stereo not given)	4	6	1	-2	-9	-7	-3	6	-0.7	-1.4
Cc1cccc(N2CCN(C(=O)c3ccc(N4CCCC4=O)cc3)CC2C)c1 (stereo not given)	-1	-2	1	-2	-7	1	-9	-13	nt	0.8
CN(Cc1cccs1)C(=O)CN1CCN(S(=O)(=O)c2ccc3c(c2)OCCCO3)CC1	2	3	2	-2	-7	-9	-2	-5	-2.0	-0.2
CC1CCN(S(=O)(=O)c2ccc(NC(=O)CN3CCCC3)cc2)CC1	-4	9	-2	-4	-4	3	-4	-5	-1.8	1.0
Cc1cc(C)nc(/N=C(\N)Nc2ccc(S(=O)(=O)Nc3nccc(C)n3)cc2)n1	-5	5	-3	0	3	-4	2	-2	0.2	-0.2
COc1ccccc1NC(=O)c1nc[nH]c1C(=O)Nc1ccccc1OC	-5	-4	0	-9	-5	6	-2	8	-0.7	-1.3
CC1CC(C)CN(S(=O)(=O)N2CCC(C(=O)NCCc3ccccc3)CC2)C1 (stereo not given)	7	-1	5	-5	-4	5	-9	-7	-0.8	nt
CCc1cc(=O)oc2cc(C)cc(OCC(=O)NC3CCN(Cc4ccccc4)CC3)c12	-8	4	5	-1	-16	15	-6	1	-1.9	1.9
COC(=O)c1cccc(NS(=O)(=O)c2cccs2)c1C	2	-2	2	4	2	nt	-4	4	-0.4	-0.5

The list continues.
SMILES	RTF Ca sens act	Rtt109 Vps75	V-ATPase pH	Wnt act	dFosB activator	MITF TRPM1 HTS	CAL PDZ FP-1	Tat transport	CAL PDZ FP-2	CDK5 inh
CCCCNC(=O)C1CC(c2c(Cl)cccc2Cl)=NO1 (stereo not given)	4	1	2	-2	-3	8	-3	2	-1.7	-0.1
CCCCn1c(=O)c(CCC(=O)OCC(=O)NCc2ccc(OC)c(OC)c2)nc2ccccc21	3	6	-2	-1	-5	14	nt	0	-1.2	-1.6
CCOc1ccc(N=Nc2c(=O)[nH]n3c(=O)c4c([nH]c23)CCCC4)cc1	-4	3	2	-7	-12	-3	0	10	-7.3	2.8
CCOC(=O)C1(C(=O)OCC)CC1c1ccccc1 (stereo not given)	-4	5	1	-4	-1	3	-2	-12	-1.6	0.7
O=C(O)c1cccc(N2C(=O)Nc3ccccc3N2O)c1	4	9	2	nt	-1	4	-1	-8	-0.1	-0.5
COc1cccc(CC(NC(C)=O)C(=O)NC2CCN(c3nc(C)cc(C)c3C#N)CC2)c1OC (stereo not given)	16	1	0	-6	6	-7	-9	5	nt	-5.4
COc1cc2c(cc1OC)[C@@H](NC(=O)C(C)C)[C@H](OCc1ccccc1)C2	3	4	1	-1	1	8	-2	3	-0.5	-0.2
